MT stabilize HCS: microtubule stabilizers in HeLa cells, primary screen, imaging, high-content imaging | HeLa tubulin immunostaining HCS, 24 h; share of cells brighter than vehicle mean+2SD | 200,000 tested, 0.83% active | % tubulin-high responders, % at 10 µM;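 active = plate Z-score above 3 for both tubulin-high and condensed-nucleus cell shares, with cell loss under 80%, at 10 µM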;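 note: anti alpha tubulin signal scored within the nucleus-defined area of each cell; some results filed as inactive read as strong as hits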
NOD2 inhibition: NOD2 signaling inhibitors, cell-based, luminescence, uHTS, HEK293 (AID 1566); 290,000 tested, 0.63% active; inhibition, % at 4 µM; hits with a dose series show EC50 in µM; HEK293 NOD2/NF-kB luciferase reporter, luminescence; higher % means a stronger effect; in the data active = inhibition above about 50%; note: many of its hits are not listed in these tables
P. falciparum M17LAP: P. falciparum M17LAP inhibitors, primary screen, biochemical, fluorogenic H-Leu-NHMec substrate, 1536-well (AID 1619); recombinant M17LAP, H-Leu-NHMec fluorogenic kinetic assay; higher % means a stronger effect; one-dose inhibition, % at 30 µM; IC50 in µM for titrated hits; 220,000 tested, 0.38% active;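 active = compound inhibiting the enzyme by more than half at any dose during confirmatory dose-response retesting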;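 note: plate controls were full reaction with DMSO carrier for no effect and no enzyme background for full effect; strong numbers were not always called active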
Insulin prom up: insulin promoter activators in MIN6 cells, imaging, high-content screening, mouse beta cells; MIN6 insulin promoter-GFP reporter; active compounds read high; z-score at 5 µM; 190,000 tested, 0.3% active; AID 1625, 2009;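 active = z-score above 3 at 5 µM with at least 500 cells counted in the well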
Yfh1-off respiration: enhancers of respiration in Yfh1-depleted yeast, dose response, Friedreich's ataxia, plus single-dose screen (AID 1465); S. cerevisiae Yfh1-off respiration, WST-1 reduction, 72 h; higher fold induction means a stronger effect; one-dose fold induction at 50 µM; EC50 in µM for titrated hits; 220,000 tested, 0.074% active;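 active = fold induction of absorbance versus untreated yeast above a set limit, then at least 30% activation at any dose in follow-up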;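 note: activators that raise dye reduction in frataxin-depleted yeast; strong numbers were not always called active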
NOD1 NF-kB reporter: NOD1 signaling inhibitors, primary screen, cell-based, luminescence, uHTS (AID 1578) | NOD1-driven NF-kB luciferase reporter cells, luminescence; higher % means a stronger effect | inhibition, % at 4 µM; hits with a dose series show EC50 in µM | 290,000 tested, 1% active; in the data active = inhibition mostly above about 36%, no sharp cut-off; inactive = mostly below about 34%;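 note: HEK-293T reporter cells stimulated with the NOD1 agonist gamma-tri-DAP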
Dynein cargo inh: inhibitors of GR-EGFP nuclear translocation, primary screen, dynein cargo transport inhibitor project, imaging, high-content, 3617.4 mouse cells; test concentration mostly 20 µM; stimulated with dexamethasone, 1 µM; active compounds read low; z-score, hits read low; 220,000 tested, 0.47% active;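 active = plate z-score of nuclear minus cytoplasmic receptor signal below a set negative limit, without overly bright fluorescence or cell loss, cut at about -3.5 in these data, passing the limit was not always enough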;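 note: z-score of nuclear minus cytoplasmic ring GR-EGFP intensity difference per well; some compounds called inactive have numbers as strong as hits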
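Buffer or medium: tet-free medium with charcoal-stripped serum / Also added: dexamethasone agonist, 1.0 µM final, for 30 min / Timing: induction 48 h, compound 1 h, agonist 30 min / Measured by: high-content fluorescence imaging after fixation / Read-out: nuclear-to-cytoplasmic GR-EGFP distribution per well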
bCat nuc transl: modulators of beta-catenin nuclear translocation, primary screen, imaging, HeLa cells, immunofluorescence, high-content. nuclear translocation activity, % at 5 µM. 190,000 tested, 0.3% active;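 active = nuclear translocation activity above 50% at 5 µM, with a well cell count of 50 or more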;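 note: per-cell ratio of nuclear to cytoplasmic median beta-catenin stain intensity; plate controls were DMSO negative control for no effect and GSK-3 inhibitor IX positive control for full effect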
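Test system: human HeLa cells, endogenous beta-catenin. Times: 24 h compound exposure, 37°C. Measured by: beta-catenin immunofluorescence imaging with DAPI.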
Autophagy mod: autophagy modulators in MEF cells, primary screen, imaging, high-content, MEF GFP-LC3; MEF GFP-LC3 puncta imaging; test concentration mostly 10 µM; calls only at 10 µM (by protocol); 190,000 tested, 0.98% active;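 active = percentage of spot-positive cells more than 3 SD above its plate mean, without a fluorescence outlier flag or 80% toxicity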;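 note: spot-positive cell cutoff set from DMSO-treated cells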
Dynein cargo inh cytoplasmic EGFP: second read-out of Dynein cargo inh, no call of its own (marks repeat the call); z-score; measured here: cytoplasmic GR-EGFP intensity; active compounds read high
Dynein cargo inh nuclear GR-EGFP: further read-out of Dynein cargo inh, marked with its call; z-score; measured here: nuclear GR-EGFP intensity;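 lower value marks the stronger effect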
Dynein cargo inh cell count: recorded beside Dynein cargo inh, whose call it bears; z-score; measured here: cell count per field
Insulin prom up cell count: recorded beside Insulin prom up, whose call it bears; cell count; measured here: cytotoxicity, nuclei count;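 total cells summed across four imaged fields per well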
bCat nuc transl cell count 5 µM: recorded beside bCat nuc transl, whose call it bears; cell count; measured here: cell count, cytotoxicity flag
MT stabilize HCS Hoechst-high %: second read-out of MT stabilize HCS, no call of its own (marks repeat the call); % Hoechst-high responders; measured here: nuclear condensation Hoechst responders;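 share of cells brighter than vehicle mean plus two SD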
MT stabilize HCS cytotoxicity %: recorded beside MT stabilize HCS, whose call it bears; toxicity, %; measured here: cytotoxicity by cell density;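 0% = mean cell density of plate MIN control wells and 100% = no cells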
Autophagy mod cell loss 18 h: recorded beside Autophagy mod, whose call it bears; toxicity, %; measured here: cell loss, nuclei count;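 cell loss after 18 h compound exposure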
An asterisk follows results filed as active; i = inactive; x = no result given.

Results follow in this order: MT stabilize HCS, MT stabilize HCS Hoechst-high %, MT stabilize HCS cytotoxicity %, NOD2 inhibition, P. falciparum M17LAP, Insulin prom up, Insulin prom up cell count, Yfh1-off respiration, NOD1 NF-kB reporter, Dynein cargo inh, Dynein cargo inh cytoplasmic EGFP, Dynein cargo inh nuclear GR-EGFP, Dynein cargo inh cell count, bCat nuc transl, bCat nuc transl cell count 5 µM, Autophagy mod, Autophagy mod cell loss 18 h
- CCCC(=O)Nc1nc(-c2ccccc2)ns1
  4.0, 3.1, 10, -66%, 8%, -0.05, 1092, i, -28%, -0.45, -0.29, -0.59, 0.38, x, x, i, -7
- COc1cc(C(=O)N/N=C/C2CC=CCC2)cc(OC)c1OC (stereo not given)
  3.6, 2.4, 3.9, 1%, 4%, x, x, i, -12%, 1.3, -0.25, 0.29, -0.25, -1.4, 939, i, 1
- COc1ccc(-c2csc3ncn(CC(=O)N4CCOCC4)c(=O)c23)cc1
  2.2, 2.0, 6.5, -2%, -6%, 0.25, 1502, i, 1%, -0.58, -0.21, -0.4, -0.094, -1.2, 962, i, -12
- Clc1ccc2nc(C3CCN(Cc4ccccc4)CC3)[nH]c2c1
  1.7, 2.3, 5.1, 25%, 0%, -0.97, 1493, i, 14%, 0.13, -0.19, -0.19, 0.08, 0.0, 1313, i, 3
- COc1ccccc1N1CCN(C(=O)CSc2ccccc2)CC1
  1.6, 1.3, 6.1, -37%, 3%, 1.3, 936, i, -25%, 0.46, -0.1, 0.24, 0.36, x, x, i, -9
- NC(=NCCc1c[nH]c2ccccc12)NS(=O)(=O)c1cc(F)ccc1F
  3.8, 2.5, 7.3, 21%, -4%, 0.03, 1397, i, -11%, -0.19, -0.31, -0.46, 0.3, -1.5, 1015, i, 6
- O=C(NC(NCc1ccccc1)C(Cl)(Cl)Cl)c1cccnc1 (stereo not given)
  2.4, 1.7, 5.3, 5%, -6%, x, x, i, 12%, -0.27, -0.21, -0.71, -0.51, x, x, i, -26
- CCc1nnc(NC(=O)CSc2nc3cc(OC)c(OC)cc3cc2C)s1
  1.2, 2.1, 4.0, 18%, -1%, -0.73, 1560, i, -32%, -0.34, -0.29, -0.066, 0.3, -0.2, 1550, i, -3
- COCCNC(=S)N1CCC(c2nc(-c3ccc(F)cc3)no2)CC1
  2.0, 1.3, 7.7, 12%, -7%, 0.2, 1468, i, -7%, -0.97, -0.32, -0.62, 1.5, 0.4, 1522, i, 2
- O=C(c1ccccc1)N1CCCCC(S(=O)(=O)c2ccccc2)C1=O (stereo not given)
  2.3, 1.8, 6.2, 21%, -6%, 0.18, 1575, i, 20%, 0.046, 0.96, 0.22, -0.1, -0.2, 1307, i, 10
- CN(C)c1cccc2c1c(NC(=O)Nc1ccc(Cl)cc1Cl)nn2C
  x, x, x, 0%, 0%, 0.07, 1493, i, -10%, 0.36, -0.2, 0.042, 0.15, -3.2, 1158, x, x
- CCCCCCC1CC(C)(C(=O)CNc2nncs2)OC1=O (stereo not given)
  1.7, 2.2, 8.2, 10%, -5%, -0.1, 1543, i, -15%, -0.5, -0.24, -0.25, 0.97, -3.9, 1286, i, -5
- CCOc1cccc(NC(=O)c2ccc(S(=O)(=O)N3CCCC3)cc2)c1
  x, x, x, -1%, 9%, -1.2, 1016, i, -8%, -0.48, -0.74, 0.068, 0.4, -0.8, 1191, x, x
- CC(=O)c1ccc(S(=O)(=O)N2CCN(C(=O)/C=C/c3ccc4ccccc4n3)CC2)cc1
  x, x, x, 27%, 4%, 0.63, 898, i, 2%, -0.79, -0.21, -0.53, 0.65, 4.4, 1266, x, x
- Cn1ncc(Br)c1C(=O)OCC(=O)Nc1nc(-c2ccccc2)cs1
  1.6, 1.9, 1.4, 19%, 4%, x, x, i, 3%, 0.63, 0.081, 0.56, -1.4, 3.5, 559, i, -3
- COc1ccccc1-c1cc(C(F)(F)F)nc(N2CCN(c3ccccc3)CC2)n1
  5.8, 1.2, 3.2, 8%, -7%, -0.18, 1627, i, -20%, 1.2, -0.4, 0.27, 0.11, 1.0, 1361, i, 4
- Cc1noc(C)c1COc1ccc(C(=O)OC(C)C(=O)Nc2ccc(S(=O)(=O)N3CCOCC3)cc2)cc1 (stereo not given)
  3.4, 1.6, 5.4, 10%, 2%, -0.17, 1516, i, -16%, 0.068, -0.15, 0.095, 0.76, -4.0, 513, i, 27
- COc1ccc(CN(C(=O)/C=C/c2ccccc2Cl)C2CCS(=O)(=O)C2)cc1 (stereo not given)
  x, x, x, -32%, -11%, -1.1, 1004, i, 6%, -0.66, -0.21, -0.38, 1.2, 0.2, 1373, x, x
- Cc1ccc(CC(=O)NCc2ccc(Cl)cc2)cc1
  7.0, 4.6, 5.3, -54%, 1%, 0.11, 1586, i, -58%, -0.26, -0.031, -0.22, -0.41, 3.3, 1002, i, 18
- CCN(CC)C(=O)c1cc2c(=O)oc3ccccc3c2s1
  1.6, 1.6, 8.9, 14%, 13%, 0.64, 1101, i, -25%, -0.25, -0.21, 0.71, 0.34, 2.7, 1048, i, -15

The list goes on; it opens with the 2 that closed the last part.
Results follow in this order: MT stabilize HCS, MT stabilize HCS Hoechst-high %, MT stabilize HCS cytotoxicity %, NOD2 inhibition, P. falciparum M17LAP, Insulin prom up, Insulin prom up cell count, Yfh1-off respiration, NOD1 NF-kB reporter, Dynein cargo inh, Dynein cargo inh cytoplasmic EGFP, Dynein cargo inh nuclear GR-EGFP, Dynein cargo inh cell count, bCat nuc transl, bCat nuc transl cell count 5 µM, Autophagy mod, Autophagy mod cell loss 18 h
- Cc1ccc(CC(=O)NCc2ccc(Cl)cc2)cc1
  7.0, 4.6, 5.3, -54%, 1%, 0.11, 1586, i, -58%, -0.26, -0.031, -0.22, -0.41, 3.3, 1002, i, 18
- CCN(CC)C(=O)c1cc2c(=O)oc3ccccc3c2s1
  1.6, 1.6, 8.9, 14%, 13%, 0.64, 1101, i, -25%, -0.25, -0.21, 0.71, 0.34, 2.7, 1048, i, -15
- O=C1OC(/C(=C\NCc2ccccc2)[N+](=O)[O-])c2ccccc21 (stereo not given)
  4.4, 3.7, 5.0, 10%, 6%, 1.1, 1245, i, -27%, 0.021, -0.23, 0.33, -0.21, -1.8, 1059, i, 6
- O=c1c2ccccc2ncn1CCOCCOc1cccc(Br)c1
  2.3, 2.7, 5.7, -16%, 2%, 0.69, 1249, i, -25%, -0.33, -0.3, -0.12, -0.097, x, x, i, -3
- CC(C)Cc1cc(C(=O)NCCc2ccccc2)no1
  1.9, 1.6, 12, -74%, 10%, -0.17, 1245, i, -64%, 2, -0.11, 1.4, -1.1, 2.3, 984, i, -1
- O=C(c1ccc([N+](=O)[O-])s1)N1CCN(c2ccccc2)CC1
  5.4, 1.8, 8.4, -12%, 1%, 0.28, 1413, i, 10%, -0.73, -0.2, -0.32, -0.012, -3.1, 1271, i, 4
- O=C(CC(SCCO)c1ccc2c(c1)OCO2)c1cccs1 (stereo not given)
  2.3, 2.0, 9.4, -36%, 6%, -0.3, 1243, i, -38%, -1.7, -0.04, -0.65, 0.43, -1.7, 1055, i, 45
- Cc1cccc2sc(NC(=O)C3CCN(S(=O)(=O)c4cc([N+](=O)[O-])ccc4Cl)CC3)nc12
  5.6, 1.8, 7.2, 5%, -3%, -0.84, 822, i, -14%, 0.44, -0.21, 0.78, -0.55, 1.0, 1140, i, 27
- Cc1nc2sc(C(c3cccc(F)c3)N3CCCC(C)C3)c(O)n2n1 (stereo not given)
  7.1, 3.5, 11, 15%, 5%, -0.29, 1615, i, 5%, 0.15, -0.17, 0.36, -0.75, -3.7, 1077, i, -5
- CCOc1ccc(CN2CCN(Cc3nc(C(C)C)cs3)CC2CCO)cc1 (stereo not given)
  3.5, 2.0, 7.7, 6%, -1%, -0.24, 1423, i, -12%, -0.35, -0.26, -0.21, 0.62, -0.2, 999, i, 28
- C=CCN1CN(CCc2ccccc2)CNC1=S
  x, x, x, 11%, -1%, x, x, i, 0%, -0.54, -0.094, -0.4, 0.98, -3.4, 1152, x, x
- COc1ccccc1NC(=O)C1CCCN(S(=O)(=O)c2cccc3nsnc23)C1 (stereo not given)
  2.3, 1.0, 15, 7%, 8%, -0.36, 1035, i, -7%, 0.041, -0.22, 0.29, 1.1, x, x, i, -18
- CCOC(=O)c1ccc(S(=O)(=O)Nc2cc(C(C)(C)C)no2)cc1
  3.8, 2.4, 8.1, 10%, 12%, -0.06, 821, i, -18%, -1.7, -0.26, -1, 1.4, x, x, i, 2
- O=C(O)c1cc(NS(=O)(=O)c2ccc(NC3CCCCC3)c([N+](=O)[O-])c2)cc(C(=O)O)c1
  1.6, 1.4, 7.6, 4%, x, 0.3, 1536, i, -26%, -0.98, -0.32, -0.21, 1.4, -0.9, 986, i, -2
- O=C(Cc1ccccc1)Nc1scc(-c2ccccc2)c1C(=O)N1CCOCC1
  2.9, 2.2, 1.1, 23%, -2%, x, x, i, 8%, 1.6, -0.17, 1, -0.73, -14, 1143, i, -2
- CCC1SC(C)C/C(=N/NC(N)=O)C1C (stereo not given)
  x, x, x, 20%, -9%, -0.01, 1126, i, 1%, 0.11, -0.22, 0.038, 0.47, -0.5, 1367, x, x
- Cc1ccc(Cn2c(SCC(N)=O)nc3c2c(=O)n(C)c(=O)n3C)cc1
  2.3, 1.9, 2.9, 16%, 1%, 0.28, 1417, i, 5%, 0.22, -0.23, -0.08, 0.7, -2.2, 1069, i, -3
- COc1ccc(C2N(c3ccc(F)cc3)C(=O)C3CCCN32)cc1 (stereo not given)
  1.9, 4.4, 8.3, -2%, 0%, 0.81, 783, i, 13%, 0.74, -0.051, 0.66, -0.43, x, x, i, 11

Screens deposited in PubChem by several laboratories.

Not all compounds are listed. The share of hits here may be higher or lower than overall.
